T cell HTS – modulators of CD8 T cell-vesicle binding, primary screen, mouse 2C CD8+ T cells, flow cytometry. 2C CD8+ T cell-vesicle binding; stronger effect = lower value. calls only at 7 µM. hit rate 0.068% among 330,000. AID 2052, 2009;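 active = response, share of CD8 T cells binding vesicles, and their 90th percentile fluorescence all below set limits, cut at about 80% in these data, passing the limit was not always enough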
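Benchmarks: naked versus QL9-loaded vesicles / Assay system: purified 2C TCR transgenic mouse naive CD8+ T cells / Technique: high-throughput flow cytometry with anti-B7-1 and anti-CD8 staining / Timing: Cell–vesicle co-incubation 1.5 h at 37 °C, staining 20 min on ice / Read-out: percent CD8+ FL2 mean versus row control / Probe or stimulus: QL9-loaded Drosophila micro-vesicles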
T cell HTS vesicle-bound % – second read-out of T cell HTS, no call of its own (marks repeat the call); double positive events, %; measured here: CD8+ vesicle-bound cell fraction;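 binding gate set so that unloaded-vesicle control wells show 10% double positive cells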
Starred values were filed as active, the others as inactive; i = inactive.

item | mol | T cell HTS | T cell HTS vesicle-bound %
1 | O=S(=O)(Nc1ccc(S(=O)(=O)N2CCCC2)cc1)c1ccccc1Br | i | 40
2 | COc1ccc2nc3c(nc2c1)CCCC3 | i | 22
3 | CC1CCN(C(=O)CN2C(=O)NC3(CCC(C)CC3)C2=O)CC1 (stereo unspecified) | i | 27
4 | CCN1C(=O)[C@H]2[C@@H](c3ccc(-c4ccc5c(c4)OCO5)cc3)N3CCC[C@@]3(C(=O)OC)[C@H]2C1=O | i | 7
5 | O=C(Cc1ccc(Cl)cc1)N1CCN(c2ccc(F)cc2)CC1 | i | 62
6 | CCOC(=O)C1Nc2ccc(C(F)(F)F)cc2C2c3ccccc3CC12 (stereo unspecified) | i | 13
7 | CCN1C(=S)N[C@@H](CCc2ccccc2)C(C(=O)OC)=C1C | i | 13
8 | CC1(c2nnc(Cc3ccccc3)o2)CC(c2cccc([N+](=O)[O-])c2)=NO1 (stereo unspecified) | i | 34
9 | COc1cc(C(=O)Nc2cccc(C)c2C)ccc1OCC(=O)N1CCOCC1 | i | 33
10 | O=C(CCN=C1NS(=O)(=O)c2ccccc21)OCC(=O)c1ccccc1Cl | i | 55
11 | COc1ccc(-c2nnc(NC(=O)C3CCCN3S(=O)(=O)c3cccs3)o2)cc1 (stereo unspecified) | i | 57
12 | COc1ccc(C(=O)N/C(=C\c2ccc(SC)cc2)C(=O)NCCCn2ccnc2)cc1OC | i | 57
13 | CC1CCCCC1NC(=O)COC(=O)c1cccn1C (stereo unspecified) | i | 22
14 | CS(=O)(=O)N1CCC(C(=O)Nc2ccc(C(N)=O)cc2)CC1 | i | 36
15 | COc1cc(C(C)=O)ccc1OCC(O)Cn1nc(C)c(C(C)=O)c1C (stereo unspecified) | i | 38
16 | CC(C)NC(=NCc1ccc(Cl)cc1Cl)Nc1ccccc1 | i | 47
17 | CNc1snc(C)c1C(=O)OCC(=O)N(C)c1ccccc1 | i | 30
18 | Cc1cc(NC(=O)c2cc(S(=O)(=O)N3CCCCC3)ccc2C)no1 | i | 46
19 | COc1ccc(NC(=O)[C@@H]2CCCN2C(=O)c2cccs2)cc1S(=O)(=O)N1CCCCC1 | i | 49
20 | CCC(C)N(C(=O)CSc1nc2ccc(OC)cc2[nH]1)C1CCS(=O)(=O)C1 (stereo unspecified) | i | 34
21 | COC(=O)c1cc(Br)ccc1N(Cc1cc(OC)cc(OC)c1)S(C)(=O)=O | i | 10
22 | CCN1C(=NCCc2ccc([N+](=O)[O-])cc2)N[C@@H](c2ccccc2)[C@H](C(=O)OC)[C@H]1C | i | 20
23 | CC(=O)c1ccc(N2CCN(CC(=O)NC(=O)NCc3ccccc3)CC2)cc1 | i | 33
24 | CC(=O)Nc1ccc(NC(=O)C(C)OC(=O)CCc2c[nH]c3ccccc23)cc1 (stereo unspecified) | i | 56
25 | CCOC(=O)c1ccc(NC(=O)C2CC(O)CN2S(=O)(=O)c2ccc(C)cc2)cc1 (stereo unspecified) | i | 40
26 | CC(C)CN(C(=O)COC(=O)C1CC1)c1c(N)n(Cc2ccccc2)c(=O)[nH]c1=O | i | 46
27 | O=C(CCNC(=O)c1ccc(Br)cc1)Nc1cccc(S(=O)(=O)N2CCCCCC2)c1 | i | 59
28 | Cc1cccc(NC(=O)CNC(=O)COC(=O)c2ccco2)c1C | i | 39
29 | O=C(C[C@@H]1C/C=C\C[C@@H](NC(=O)OCC2c3ccccc3-c3ccccc32)C(=O)OCCNC1=O)N[C@@H](CO)Cc1ccccc1 | i | 15
30 | COc1ccc(NC(=O)CN(C)C(=O)c2cc(-c3ccc(OC)cc3)nc3ccccc23)cc1 | i | 15
31 | O=C(Nc1ncccc1O)c1ccc(S(=O)(=O)Nc2ccccc2)cc1 | i | 52
32 | CCN(CC(=O)NCc1cccs1)CC(=O)Nc1ccccc1C | i | 49
33 | CCCN(C(=O)COC(=O)CNC(=O)c1ccc2ccccc2c1)c1c(N)n(Cc2ccccc2)c(=O)[nH]c1=O | i | 37
34 | CCc1ccc(N2CC(C(=O)Nc3cccc(S(=O)(=O)N4CCCC4)c3)CC2=O)cc1 (stereo unspecified) | i | 53
35 | COc1cccc(NC(=O)CN(C)C(=O)c2csc3c2CCCC3)c1 | i | 41
36 | Cc1cccc(NC(=S)NNc2cccc(Cl)c2)c1 | i | 23
37 | Cc1ccc(C)c(-n2c(-c3ccco3)n[nH]c2=S)c1 | i | 16
38 | C=CCC[C@@H](Cc1ccc(F)cc1)C(=O)OC[C@@H](Cc1c[nH]c2ccccc12)NC(=O)[C@@H](CC=C)CC(=O)N[C@@H](CO)Cc1ccccc1 | i | 6
39 | O=C(COC(=O)CNC(=O)c1ccccc1F)NC12CC3CC(CC(C3)C1)C2 | i | 36
40 | Oc1cc(O)cc(/C=C/c2ccc(O)c(O)c2)c1 | i | 27
41 | Cc1c(C)c2c(OCC(=O)NCc3cccnc3)cc3c(c2oc1=O)CCC(C)(C)O3 | i | 51
42 | C=CCn1nc2ccccc2c1OCCO | i | 8
43 | CC(C)c1ccc(S(=O)(=O)N2CCN(C(=O)CN3C(=O)c4ccccc4C3=O)CC2)cc1 | i | 47
44 | COc1ccc(CNC(=O)CCc2ccc(S(=O)(=O)N3CCCCCC3)cc2)cc1 | i | 29
45 | C[C@H]1C[C@H]2[C@@H]3CCC4=CC(=O)C=C[C@]4(C)[C@@]3(F)[C@@H](O)C[C@]2(C)[C@@]1(O)C(=O)CO | i | 10
46 | CC(=O)OC(C)[C@H]1CC[C@H]2[C@@H]3CC[C@H]4C[C@@H](OC(C)=O)CC[C@]4(C)C3=CC[C@]12C (stereo partly specified) | i | 36
47 | CCC(C)Sc1ccc([C@H]2N[C@@](CC(C)C)(C(=O)OC)[C@H]3C(=O)N(CC)C(=O)[C@@H]23)cc1 (stereo partly specified) | i | 45
48 | COc1cc(C(=O)Nc2ccn(C)n2)ccc1OC(F)F | i | 13
49 | COc1ccc(CCNC(=O)c2cccc(C(=O)NCCc3ccc(OC)cc3)n2)cc1 | i | 22
50 | CCN(CC(=O)NCc1cccs1)C(=O)c1ccc(S(=O)(=O)N(CC)c2ccccc2)cc1 | i | 36
51 | CC(=O)c1cccc(NC(=O)C(C)OC(=O)c2ccc(Br)o2)c1 (stereo unspecified) | i | 37
52 | CCOC(=O)C1CCN(C(=O)c2cccc(S(=O)(=O)N3c4ccccc4CC3C)c2)CC1 (stereo unspecified) | i | 23
53 | O=C(Nc1ccc(F)cc1)Nc1ccc(S(=O)(=O)N2CCCC2)cc1 | i | 25
54 | O=C(COC(=O)CNS(=O)(=O)c1ccccc1)Nc1ncc(Cl)cc1Cl | i | 45
55 | COc1ccc(-c2c(-c3ccccc3)c(C(=O)C(=O)NCCCN(C)C)n3ccc4cc(OC)c(OC)cc4c23)cc1OC | i | 41
56 | CC(=O)c1ccc(O[C@@H]2O[C@H](CO)[C@@H](O)[C@H](O)[C@H]2O)cc1 | i | 8
57 | COCCN(C(=O)c1ccc(OCC(C)C)cc1)c1c(N)n(Cc2ccccc2)c(=O)[nH]c1=O | i | 57
58 | CC1Cc2ccccc2N1C(=O)CN1C(=O)NC2(CCCCC2)C1=O (stereo unspecified) | i | 18
59 | CN(C(=O)COC(=O)/C=C/c1cccs1)c1c(N)n(Cc2ccccc2)c(=O)[nH]c1=O | i | 22
60 | Cc1cccc(O)c1C | i | 16

One compound at a time (already shown):
O=C(Nc1ccc(F)cc1)Nc1ccc(S(=O)(=O)N2CCCC2)cc1 is listed with T cell HTS: i; T cell HTS vesicle-bound %: 25
C=CCC[C@@H](Cc1ccc(F)cc1)C(=O)OC[C@@H](Cc1c[nH]c2ccccc12)NC(=O)[C@@H](CC=C)CC(=O)N[C@@H](CO)Cc1ccccc1 is listed with T cell HTS: i; T cell HTS vesicle-bound %: 6
CC(=O)c1cccc(NC(=O)C(C)OC(=O)c2ccc(Br)o2)c1 (stereo unspecified) is listed with T cell HTS: i; T cell HTS vesicle-bound %: 37

(list continues)
item | mol | T cell HTS | T cell HTS vesicle-bound %
61 | CC(Oc1ccc(F)cc1)C(=O)N(Cc1ccccc1)c1c(N)n(Cc2ccccc2)c(=O)[nH]c1=O (stereo unspecified) | i | 55
62 | CCc1cccc(CC)c1C(OC(C)=O)c1cccnc1 (stereo unspecified) | i | 46
63 | CCCN(C(=O)c1ccc(N(C)S(=O)(=O)c2ccc(C)cc2)cc1)C1CCS(=O)(=O)C1 (stereo unspecified) | i | 33
64 | Cc1cc(C)n2nc(SC(C)C(=O)N(C)C3CCCCC3)nc2n1 (stereo unspecified) | i | 52
65 | c1ccc(Cc2ccc(OCCn3ccnc3)cc2)cc1 | i | 43
66 | CCOC(=O)Cc1csc(SCC(=O)Nc2ccc3[nH]c(=O)[nH]c3c2)n1 | i | 15
67 | CCCCn1c(N)c(N(CCOC)C(=O)CSCc2ccc(C)cc2)c(=O)[nH]c1=O | i | 44
68 | CSc1ccc(CN(C)C(=O)C2CCN(C(=O)Nc3ccccc3)CC2)cc1 | i | 3
69 | CN(CC(=O)Nc1ccc(Cl)c(C(F)(F)F)c1)C(=O)/C=C/c1cccs1 | i | 26
70 | COc1ccc(NS(=O)(=O)c2cccc(C(=O)NCc3ccccc3CN3CCCC3)c2)cc1 | i | 6
71 | S=C(Cc1ccc(-c2ccccc2)cc1)N1CCOCC1 | i | 50
72 | NS(=O)(=O)c1ccc(CCNC(=O)CN2CCN(S(=O)(=O)c3ccccc3F)CC2)cc1 | i | 33
73 | O=C(COc1ccccc1Cl)Nc1ccccc1C(=O)NC1CC1 | i | 12
74 | C[C@H](CO)N1C[C@H](C)[C@@H](CN(C)S(=O)(=O)c2ccc(F)cc2)Oc2ccc(NC(=O)CCN3CCOCC3)cc2C1=O | i | 5
75 | N#Cc1ccc(S(=O)(=O)N2CCN(CC(=O)Nc3ccccc3C(=O)NC3CC3)CC2)cc1 | i | 27
76 | C[C@H](CO)N1C[C@H](C)[C@@H](CN(C)Cc2ccccc2)Oc2c(NC(=O)C3CCCCC3)cccc2C1=O | i | 56
77 | CC1CCN(C(=O)CSc2nc(=O)n3cc(Cl)ccc3n2)CC1 | i | 34
78 | Cc1ccc(C(=O)Nc2ccccc2C(=O)O)cc1S(=O)(=O)Nc1ccc(Br)cc1 | i | 11
79 | O=C(O)[C@H]1CCCN1S(=O)(=O)c1cccc2cccnc12 | i | 30
80 | CC(=O)C[C@@H](O)CC(=O)[C@@H]1OC(=O)[C@H](C)C/C=C\Cc2ccccc21 | i | 6
81 | CCC(COC(=O)c1ccccc1)Oc1cc(NCc2ccccc2)c2ncn(C(C)C)c2c1 (stereo unspecified) | i | 8
82 | O=S(=O)([O-])C(c1ccccc1)[n+]1ccccc1 (stereo unspecified) | i | 42
83 | Cc1cc(NC(=O)COc2ccccc2C(N)=O)no1 | i | 35
84 | O=C(N[C@@H](Cc1ccccc1)C(=O)OCc1ccccc1)c1nc[nH]c1C(=O)N1CCNCC1 | i | 26
85 | O=C(Nc1ccc(S(=O)(=O)Nc2ncccn2)cc1)C1=COCCO1 | i | 34
86 | CC(C)NC[C@@H](O)COc1ccc(CC(N)=O)cc1 | i | 29
87 | CN(CC(=O)Nc1cccc(F)c1)C(=O)c1ccc(N2C(=O)c3ccccc3C2=O)cc1 | i | 54
88 | Cc1ccc(C(C)C)c(OCC(=O)NNCC(=O)Nc2cccc(F)c2)c1 | i | 58
89 | O=C(Nc1cccc(C(=O)NC2CC2)c1)c1ccc(Cl)c(S(=O)(=O)N2CCOCC2)c1 | i | 35
90 | CCOC(=O)C1=C(COC(=O)c2cc(S(=O)(=O)N(C)C)ccc2C)NC(=O)NC1C (stereo unspecified) | i | 40
91 | COc1ccc([C@H]2CC(=O)C=C(c3ccc4ncccc4c3)C2)cc1 | i | 31
92 | COc1ccc(COC(=O)C2CCN(C(=O)c3ccc(Cl)cc3)CC2)cc1F | i | 29
93 | CCOC(=O)c1ccc(N2C(=O)C3CCCN3C2=S)cc1 (stereo unspecified) | i | 40
94 | NC(=O)c1ccccc1NC(=O)COC(=O)CSCc1cccc(Cl)c1 | i | 30
95 | O=C(CSc1ccc([N+](=O)[O-])cc1)Nc1ccccc1N1CCOCC1 | i | 48
96 | CN1CCOCCOc2ccccc2OCCOCC1 | i | 55
97 | O=C(NCC(=O)N1CCN(S(=O)(=O)c2ccccc2)CC1)c1ccc(Br)o1 | i | 38
98 | Nc1ncnc2c1ncn2[C@@H]1O[C@H](CNCc2ccccc2OCc2ccc(Cl)cc2Cl)[C@@H](O)[C@H]1O | i | 7
99 | CCOC(=O)C1CCN(S(=O)(=O)c2ccc3c4c(cccc24)C(=O)N3CC)CC1 | i | 54
100 | CCOC(=O)Cc1csc(NC(=O)c2ccc(Cl)s2)n1 | i | 31
101 | CC(C)(C)c1ccc(C(=O)N2CCC(NC(=O)c3ccccc3)CC2)cc1 | i | 16
102 | Cc1ccc(NC(=O)COC(=O)c2ccc3c(=O)n4c(nc3c2)CCC4)c(Br)c1 | i | 38
103 | CC(C)Oc1ccc(C(=O)OCC(=O)c2ccc[nH]2)cc1 | i | 5
104 | Cc1[nH]c2c(C)cccc2c(=O)c1CN1CCCCCC1 | i | 19
105 | CCN(CC(=O)Nc1c(F)cccc1F)C(=O)CNC(=O)c1cccs1 | i | 39
106 | C=CCOc1ccc(C(=O)Nc2ccc3c(c2)n(C)c(=O)n3C)cc1 | i | 51
107 | COc1ccc([C@H]2/C=C\CN(C(=O)C3CCCC3)[C@@H](C)C(=O)N2Cc2ccc(F)cc2)cc1 | i | 22
108 | CCN(CC)C(=O)c1[nH]cnc1C(=O)Nc1ccc(C)cc1 | i | 37
109 | CCOC(=O)C1CCN(C(=O)COC(=O)C2CCN(S(=O)(=O)c3ccc4c(c3)OCCO4)CC2)CC1 | i | 45

Source: PubChem (NMMLSC)

A portion of the library. The share of hits here may be higher or lower than overall.
